# Bioassay records (PubChem)
# Lipid droplet = modulators of hepatic lipid droplet formation; 0.4% of 240,000 active; AID 1656; inhibition, % at 6.5 µM; AML12 mouse hepatocytes, oleate lipid droplets, BODIPY imaging;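 active = lipid droplet intensity inhibited by at least 50%, with more than 500 cells counted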
#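 Material – mouse AML12 hepatocyte cell line, fixed after treatment · Compound dosing – one dose, 6.5 µM compound · Times – compound with oleate, overnight · Measured by – Image-based BODIPY and DAPI two-channel analysis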
# T cell modulator = T cell immune modulators affecting CD8 T cell-vesicle binding | 2C CD8+ T cell-vesicle binding, flow cytometry; stronger effect = lower value | calls only at 7 µM | 0.068% of 330,000 active;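 active = response, share of CD8 T cells binding vesicles, and their 90th percentile fluorescence all below set limits, cut at about 80% in these data, passing the limit was not always enough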
#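 Incubation: binding step 1.5 h, 37 °C, antibody labelling 20 min, ice; system: murine 2C transgenic CD8+ T lymphocytes; technique: cytometric PE anti-B7-1 and Alexa647 anti-CD8 signals after 1% paraformaldehyde fixation; also added: QL9-charged Drosophila Ld/ICAM-1/B7-1 vesicles; control set: naked versus QL9-loaded vesicles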
# TNAP activation fold = human TNAP enzyme activators, primary screen, biochemical, luminescent, no phosphate acceptor, uHTS (AID 1001); one-dose activation fold at 20 µM; EC50 in µM for titrated hits; purified TNAP, luminescent activation assay, no phosphate acceptor; higher activation fold means a stronger effect; 0.03% of 200,000 active; in the data active = activation fold from about 3, or a potency from the dose series; inactive = the rest, 99 in 100 with activation fold below about 1.6; also: many of its hits are not listed in these tables
# Ins promoter up = MIN6 insulin promoter up-regulation; z-score at 5 µM; AID 1625; 0.3% of 190,000 active; MIN6 insulin promoter-GFP reporter, high-content imaging; stronger effect = higher value;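 active = z-score above 3 at 5 µM with at least 500 cells counted in the well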
# Myeloid diff MLP = promotes myeloid progenitor differentiation | ER-HoxA9 myeloid progenitors, lysozyme-GFP differentiation, flow cytometry | calls only at 10 µM | 1% of 360,000 active | AID 624256;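 active = normalized GFP-positive differentiation at or above the plate's own cutoff, the solvent-only control mean plus 3 SD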;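 also: cells exposed to compound for four days before flow analysis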
# b-catenin transl = modulators of beta-catenin nuclear translocation. HeLa beta-catenin nuclear translocation, immunofluorescence imaging. nuclear translocation activity, % at 5 µM. 0.3% of 190,000 active. AID 1665;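 active = nuclear translocation activity above 50% at 5 µM, with a well cell count of 50 or more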;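 also: per-cell ratio of nuclear to cytoplasmic median beta-catenin stain intensity; plate controls were DMSO negative control for no effect and GSK-3 inhibitor IX positive control for full effect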
#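 Test system: human HeLa cells, endogenous beta-catenin. Times: 24 h compound exposure, 37°C. Measured by: beta-catenin immunofluorescence imaging with DAPI.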
# human PMI inhibition = inhibitors of human PMI, primary screen, biochemical, fluorescence intensity, coupled assay (AID 1209). inhibition, % at 20 µM, or IC50 in µM where a hit was titrated. purified PMI enzyme, coupled fluorescence intensity; higher % means a stronger effect. 0.42% of 190,000 active; in the data active = inhibition above about 50%;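 also: plate controls were DMSO vehicle for no effect and wells lacking substrate for full effect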
# Dynein transport = dynein cargo transport inhibition. z-score, hits read low. 0.47% of 220,000 active. AID 1381. 3617.4 mouse cells, GR-EGFP nuclear translocation imaging; test concentration mostly 20 µM; stimulated with dexamethasone, 1 µM; stronger effect = lower value;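 active = plate z-score of nuclear minus cytoplasmic receptor signal below a set negative limit, without overly bright fluorescence or cell loss, cut at about -3.5 in these data, passing the limit was not always enough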;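 also: z-score of nuclear minus cytoplasmic ring GR-EGFP intensity difference per well; some compounds called inactive have numbers as strong as hits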
#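 Buffer or medium: tet-free, stripped-serum medium; Also added: dexamethasone, 1.0 µM final; Technique: high-content fluorescence imaging after fixation; Times: 48 h induction, 1 h compound, 30 min dex at 37 °C; Read-out: per-cell GR-EGFP intensity, nucleus versus surrounding cytoplasmic ring, well-averaged.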
# MT stabilize HCS = microtubule stabilization, imaging screen; AID 2205; 0.83% of 200,000 active; HeLa tubulin immunostaining HCS, 24 h; share of cells brighter than vehicle mean+2SD; % tubulin-high responders, % at 10 µM;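 active = plate Z-score above 3 for both tubulin-high and condensed-nucleus cell shares, with cell loss under 80%, at 10 µM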;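 also: anti alpha tubulin signal scored within the nucleus-defined area of each cell; some results filed as inactive read as strong as hits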
# Dynein transport cytoplasmic EGFP = further read-out of Dynein transport, marked with its call; z-score; measured here: cytoplasmic GR-EGFP intensity; stronger effect = higher value
# Dynein transport nuclear GR-EGFP = also measured in Dynein transport; calls as there; z-score; measured here: nuclear GR-EGFP intensity;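 lower value marks the stronger effect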
# Dynein transport cell count = further read-out of Dynein transport, marked with its call; z-score; measured here: cell count per field
# Ins promoter up cell count = further read-out of Ins promoter up, marked with its call; cell count; measured here: cytotoxicity, nuclei count;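 total cells summed across four imaged fields per well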
# Lipid droplet cells 6.5 µM = second read-out of Lipid droplet, no call of its own (marks repeat the call); cell count; measured here: cell count, cytotoxicity flag;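 cells counted across two imaged fields per well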
# b-catenin transl cell count 5 µM = also measured in b-catenin transl; calls as there; cell count; measured here: cell count, cytotoxicity flag
# T cell modulator vesicle-bound % = also measured in T cell modulator; calls as there; double positive events, %; measured here: CD8+ vesicle-bound cell fraction;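 binding gate set so that unloaded-vesicle control wells show 10% double positive cells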
# MT stabilize HCS Hoechst-high % = further read-out of MT stabilize HCS, marked with its call; % Hoechst-high responders; measured here: nuclear condensation Hoechst responders;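 share of cells brighter than vehicle mean plus two SD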
# MT stabilize HCS cytotoxicity % = recorded beside MT stabilize HCS, whose call it bears; toxicity, %; measured here: cytotoxicity by cell density;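 0% = mean cell density of plate MIN control wells and 100% = no cells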
# Myeloid diff MLP GFP+ MAC1+ % = recorded beside Myeloid diff MLP, whose call it bears; GFP+ MAC1+ double positive, %; measured here: differentiation confirmed by MAC1 staining
# * marks the source's active call; other numbers are inactive results; i = inactive; nt = no result given; + = active, no number.
SMILES,Lipid droplet,Lipid droplet cells 6.5 µM,T cell modulator,T cell modulator vesicle-bound %,TNAP activation fold,Ins promoter up,Ins promoter up cell count,Myeloid diff MLP,Myeloid diff MLP GFP+ MAC1+ %,b-catenin transl,b-catenin transl cell count 5 µM,human PMI inhibition,Dynein transport,Dynein transport cytoplasmic EGFP,Dynein transport nuclear GR-EGFP,Dynein transport cell count,MT stabilize HCS,MT stabilize HCS Hoechst-high %,MT stabilize HCS cytotoxicity %
CC(C)C(NC(=O)CSCc1ccc([N+](=O)[O-])cc1)C(C)C,-42,660,i,51,1,0.91,1311,i,0.4,-6.8,490,-8%,-0.11,-0.24,0.087,0.63,1.6,3.1,9.6
Cc1ccc(/C=C/C(=O)Nc2ccc(Oc3ccccc3)cc2)o1,5,656,i,34,1.1,-0.09,1422,i,1.3,1.9,1008,20%,-3.6*,0.71*,-2.1*,0.49*,4.0,12,8.0
Cc1cc(C)cc(N(CC(=O)NC(C)(C)C)C(=O)CNC(=O)c2cccs2)c1,-20,710,i,66,1.1,0.16,1385,i,0.2,-3.8,1026,-1%,1.3,-0.35,0.94,-0.3,2.9,1.6,5.2
CSc1cccc(NC(=O)CN2C(=O)c3ccccc3S2(=O)=O)c1,nt,nt,i,42,1.2,0.75,855,i,11,nt,nt,16%,0.0043,-0.18,0.021,-0.09,6.3,1.8,7.7
CCOC1(OCC)C(c2ccc(N)cc2)C(C#N)(C#N)C1(OCC)OCC (stereo not drawn),nt,nt,i,47,1,0.08,1689,i,0.6,-0.8,1306,24%,-0.54,-0.21,0.33,0.16,1.9,2.0,6.2
Cc1ccc(/C=C/S(=O)(=O)NCc2ccc(F)cc2)cc1,6,695,i,65,1.2,-0.27,1345,i,0.1,2.6,1067,-10%,-0.28,-0.33,0.2,0.52,2.3,1.3,5.8
CCCS(=O)(=O)C(=C(Nc1ccc(OC)cc1)Nc1ccc(OC)cc1)S(=O)(=O)CCC,-3,770,i,33,1.1,0.03,1005,i,0.3,-2.3,1162,-1%,-0.37,-0.23,-0.37,0.52,1.6,1.1,4.1
CC(C)C(=O)Nc1cc(C(F)(F)F)ccc1-n1ccnc1,11,713,i,33,1.1,0.74,1163,i,0.4,-1.4,1174,11%,0.56,-0.23,1.1,-1.6,2.1,1.4,9.0
CCOC(=O)C1=C(c2ccccc2)NC(SCC(=O)Nc2ccccc2C)=C(C#N)C1c1ccco1 (stereo not drawn),-3,466,i,23,1.1,-0.73,1177,i,0.2,-0.5,1022,16%,-0.3,-0.28,-0.78,1.1,4.2,1.5,0.5
COc1ccc(C2(C#N)CCC(=O)N2c2ccccc2)cc1 (stereo not drawn),10,669,i,38,nt,-0.92,1080,i,0.7,-0.9,1323,nt,-0.78,-0.17,0.022,0.72,nt,nt,nt
COc1ccccc1/C=C/C1C(C(=O)OCC(C)C)=C(C)N=C2SCCC(=O)N21 (stereo not drawn),-13,677,i,4,0.8,-0.32,1139,i,0.3,0.3,1074,13%,-1,-0.39,-0.5,1.6,2.5,2.0,8.0
COC(=O)Cn1nnc2c(cnn2-c2ccccc2)c1=O,0,745,i,3,1,-0.23,1593,i,0.3,0.8,1002,8%,-0.33,-0.34,0.025,1.1,1.3,2.5,7.8
C/C(=N\NC(=S)NC(C)C)c1ccc(C(C)(C)C)cc1,-8,647,i,54,1.2,-0.23,1109,i,0.3,-2.8,1078,6%,-0.4,-0.28,0.26,0.25,3.2,1.6,4.4
O=C(CCn1nc(-c2ccc(Cl)cc2)ccc1=O)NCCCN1CCCCCC1,2,768,i,30,1,-0.9,1360,i,0.4,-1.7,1224,4%,-0.92,2.5,-0.24,0.86,3.1,1.6,8.6
CC1=C(C(=O)Nc2ccccc2)C(c2ccncc2)C(C#N)=C(SCC(=O)NC2CC2)N1 (stereo not drawn),nt,nt,i,37,1.2,0.17,1174,i,0.8,-2.1,1037,-16%,-0.33,-0.21,-0.12,-0.28,2.8,2.1,2.5
Cc1ccc(C(=O)c2ccc(N3CCN(C)CC3)c([N+](=O)[O-])c2)cc1,13,556,i,30,1,-0.01,1177,i,0.8,2.1,940,1%,2.2,-0.29,0.69,-1.1,4.2,2.0,1.1
CN(C)C(=O)CSc1nc(SCC(=O)N(C)C)n(-c2ccccc2)n1,2,601,i,52,1.1,0.22,1941,i,1.5,1.4,1003,8%,0.61,-0.13,0.4,0.3,3.2,2.0,0.6
COc1cc(CCC(=O)OCC(=O)Nc2nc(C)c(Cl)cc2Cl)cc(OC)c1OC,1,807,i,38,1,-0.09,932,i,9.1,-2.2,1150,1%,-0.2,-0.2,0.52,-0.47,2.8,2.1,3.0
O=C1CCC(=O)c2oc3ccccc3c2N1,nt,nt,i,25,1.1,0.31,1291,i,1.0,-1.5,1112,1%,0.85,-0.2,0.22,0.031,2.4,2.4,9.4
Cc1ccc(C)n1CCN1CCN(C(=O)CSc2nc3ccccc3nc2N2CCOCC2)CC1,nt,nt,i,44,1.1,0.18,1358,i,1.2,2.5,1399,3%,1.7,-0.16,1.2,-0.99,2.5,2.3,13
O=C(CC1NCCNC1=O)OCCCc1ccccc1 (stereo not drawn),nt,nt,i,31,1.1,-0.66,981,i,1.8,-2.7,1173,0%,0.35,-0.21,0.19,-0.14,4.5,1.8,6.6
C=CCNC(=O)c1onc(CSc2ccc(F)cc2)c1C(=O)NCCOC,nt,nt,i,32,1,-1.1,1486,i,0.8,-0.2,1389,-8%,-0.27,-0.23,0.3,0.7,2.5,1.9,8.1
CN(C)S(=O)(=O)c1ccc(C(=O)OCC(=O)NCc2ccccc2)cc1,32,669,i,30,1,1.5,1411,i,1.3,-5.1,1038,7%,-0.064,-0.33,0.28,0.24,7.8,2.4,10
CCN(CC)c1ccc(NC(=O)C2CCC(CNc3c(N4CCCC4)c(=O)c3=O)CC2)c(C)c1 (stereo not drawn),20,727,i,30,nt,-0.22,1108,i,1.3,-0.9,1288,nt,0.5,-0.13,0.69,-0.21,nt,nt,nt
O=C(NN1C(=O)c2ccccc2NC1c1ccco1)c1ccccc1 (stereo not drawn),-14,719,i,32,1.1,nt,nt,+,4.8*,-5.7,495,-9%,-0.24,-0.28,-0.12,0.6,1.7,1.8,2.6

# 3 compounds from above, showing only Dynein transport:
molecule | Dynein transport
COC(=O)Cn1nnc2c(cnn2-c2ccccc2)c1=O | -0.33
C/C(=N\NC(=S)NC(C)C)c1ccc(C(C)(C)C)cc1 | -0.4
O=C(CCn1nc(-c2ccc(Cl)cc2)ccc1=O)NCCCN1CCCCCC1 | -0.92

# Later entries
SMILES,Lipid droplet,Lipid droplet cells 6.5 µM,T cell modulator,T cell modulator vesicle-bound %,TNAP activation fold,Ins promoter up,Ins promoter up cell count,Myeloid diff MLP,Myeloid diff MLP GFP+ MAC1+ %,b-catenin transl,b-catenin transl cell count 5 µM,human PMI inhibition,Dynein transport,Dynein transport cytoplasmic EGFP,Dynein transport nuclear GR-EGFP,Dynein transport cell count,MT stabilize HCS,MT stabilize HCS Hoechst-high %,MT stabilize HCS cytotoxicity %
CCOc1ccc(N2CC(C(=O)NCCC3=CCCCC3)CC2=O)cc1 (stereo not drawn),nt,nt,i,23,1.2,0.07,1181,i,7.1,0.8,1392,15%,2.1,-0.3,0.6,-0.25,3.6,2.4,11
O=S(=O)(c1ccccc1F)N(Cc1ccco1)Cc1nnc(-c2ccccc2Br)o1,nt,nt,nt,nt,1.1,-0.2,1210,i,0.9,-8.2,1034,6%,-0.99,-0.3,-0.27,0.97,3.6,1.9,6.8
NCCc1nnc(SCC(=O)c2ccc(Cl)cc2)o1,3,658,i,8,nt,-0.15,1109,i,0.3,-1.3,1323,nt,-0.42,-0.27,-0.31,0.6,nt,nt,nt
COc1ccc(CNC(=O)Oc2ccccc2)cc1Cl,-3,735,i,54,1,0.37,992,i,1.1,-2.2,1199,-1%,-0.7,-0.26,-0.41,0.23,1.3,1.1,8.7
CC(=O)NNc1nc(-c2ccc(NC(C)=O)cc2)cs1,7,564,i,55,1.5,nt,nt,i,0.2,-0.5,937,8%,0.89,-0.23,0.17,0.66,2.8,2.5,9.9
O=C(Nc1nc(-c2ccccc2)c(-c2ccccc2)s1)c1ccc(S(=O)(=O)N2CCCC2)cc1,21,678,i,45,1.1,0.27,1574,i,6.8,0.3,1064,5%,-0.16,-0.4,-0.21,0.54,3.7,0.4,4.8
O=C1C2ON(c3ccccc3)C(c3cccnc3)C2C(=O)N1Cc1ccccc1 (stereo not drawn),nt,nt,i,24,1.1,0.51,1008,i,1.8,-7.0,983,0%,1.2,-0.16,0.91,-1.3,5.6,2.5,9.8
CC(C)NS(=O)(=O)c1ccc(OCC(=O)Nc2cccc(F)c2)cc1,nt,nt,i,31,1.1,0.74,1509,i,0.2,0.8,1484,2%,0.62,-0.15,0.72,0.11,1.9,2.0,7.7
